# Pol iota inh: qHTS for Inhibitors of Polymerase Iota; DNA polymerase iota (Homo sapiens), Q9UNA4; Pol iota fluorescent replication assay, 10 min; Potency, µM (doses to about 115 µM), for inactives: top-dose activity, negative = inhibition, usual class: inhibitors; 390,000 compounds, 1% hits; AID 588590, 2011
# Target sequence (Q9UNA4 whole entry, looked up): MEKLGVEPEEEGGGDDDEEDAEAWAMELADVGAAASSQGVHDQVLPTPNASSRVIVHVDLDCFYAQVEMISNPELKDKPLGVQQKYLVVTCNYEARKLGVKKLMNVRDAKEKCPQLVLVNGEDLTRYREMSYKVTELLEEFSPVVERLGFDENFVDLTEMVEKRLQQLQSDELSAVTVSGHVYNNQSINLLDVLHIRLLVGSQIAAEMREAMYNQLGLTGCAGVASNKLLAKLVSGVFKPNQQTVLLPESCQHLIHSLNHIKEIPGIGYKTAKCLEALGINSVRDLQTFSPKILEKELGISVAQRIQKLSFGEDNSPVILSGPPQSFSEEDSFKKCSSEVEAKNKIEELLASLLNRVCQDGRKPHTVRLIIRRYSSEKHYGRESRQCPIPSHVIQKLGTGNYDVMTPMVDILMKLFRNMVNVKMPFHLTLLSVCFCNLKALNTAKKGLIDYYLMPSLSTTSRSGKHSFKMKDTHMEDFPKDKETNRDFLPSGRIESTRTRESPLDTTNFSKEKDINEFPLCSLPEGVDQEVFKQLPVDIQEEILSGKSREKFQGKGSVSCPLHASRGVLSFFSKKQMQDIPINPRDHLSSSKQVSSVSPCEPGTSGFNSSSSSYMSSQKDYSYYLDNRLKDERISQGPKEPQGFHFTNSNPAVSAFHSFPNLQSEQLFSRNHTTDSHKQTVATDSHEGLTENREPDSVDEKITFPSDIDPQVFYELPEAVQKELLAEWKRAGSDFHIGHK
#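 Fluorescent replication assay read twice, at 0 min and 10 min after adding 50 nM (final) substrate. Enzyme (10 nM) and compounds were first incubated 15 min at room temperature; enzyme-free buffer wells were negative controls.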
# POLK inh: qHTS for Inhibitors of Polymerase Kappa | AID 588579, 2011 | 400,000 compounds, 0.53% hits | Potency, µM (top dose mostly 107 µM), for inactives: at the top dose activity, negative = inhibition, most hits filed as inhibitors | DNA polymerase kappa (Homo sapiens), Q9UBT6 | purified Pol kappa, fluorescent DNA synthesis assay, 10 min; also: % is scaled to controls: 0 for no effect and ±100 for the full control effect
#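 Activity was followed as the change in fluorescence between reads at 0 and 10 min after starting the reaction with 50 nM substrate. Beforehand, 10 nM polymerase had been preincubated with compound for 15 min at room temperature.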
# POLH inh: qHTS for Inhibitors of Polymerase Eta | DNA polymerase eta (Homo sapiens), Q9Y253 | AID 588591, 2011 | recombinant Pol eta, fluorescent DNA replication assay | Potency, µM (highest dose often 114 µM), for the others: top-dose activity change, negative = inhibition, hits mostly inhibitors | 390,000 compounds, 1.2% hits; also: % is scaled to controls: 0 for no effect and ±100 for the full control effect
#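 Pol eta at 10 nM preincubated with compounds 15 min at room temperature; reaction started with fluorescent substrate (50 nM final) and read kinetically at 0 and 10 min.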
# G9a inh: qHTS Assay for Inhibitors of Histone Lysine Methyltransferase G9a | Histone-lysine N-methyltransferase EHMT2 (Homo sapiens), Q96KQ7 | G9a H3K9 monomethylation, AlphaScreen, 2 h | Potency, µM (series often up to 102 µM), inactives show at the top dose activity, negative = inhibition, usual class: inhibitors | 350,000 compounds, 8.8% hits; also: % is scaled to controls: 0 for no effect and ±100 for the full control effect; nearly all actives have a fitted effect of over 75% in size
#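 G9a (20 nM) was preincubated 15 min with compound, then reacted 2 h at room temperature with 500 nM biotin-H3K9 peptide and 20 µM SAM. Monomethyl-H3K9 detected by AlphaScreen using anti-H3K9me1 antibody.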
# BLM helicase inh: qHTS Assay for Inhibitors of Bloom's syndrome helicase (BLM); RecQ-like DNA helicase BLM (Homo sapiens), P54132; recombinant BLM DNA unwinding, fluorescence dequenching; Potency, µM (series often up to 56.1 µM), without a hit: at the top dose activity change, negative = inhibition, usual class: inhibitors; 350,000 compounds, 0.2% hits;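 also: plate controls were vehicle for no effect and no enzyme for full effect; nearly all actives have a fitted effect of over 35% in size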
# BAZ2B inh: qHTS Assay for Inhibitors of BAZ2B. AID 504333, 2011. 360,000 compounds, 4.4% hits. Potency, µM (top dose mostly 114 µM), for the others: at the highest dose activity change, negative = inhibition, most hits filed as inhibitors. Bromodomain adjacent to zinc finger domain protein 2B (Homo sapiens), Q9UIF8. AlphaScreen BAZ2B-H3K14Ac peptide displacement; also: % is scaled to controls: 0 for no effect and ±100 for the full control effect; nearly all actives have a fitted effect of over 60% in size
#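 BAZ2B 50 nM plus b-H3(5-23)K14Ac 50 nM, PBS pH 7.4/0.01% Tween-20, 30 min RT; compound added (max 110 uM), 30 min RT; streptavidin donor/Ni-chelate acceptor beads 10 ug/mL final, 20 min dark; AlphaScreen read.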
# JMJD2A Tudor: qHTS Assay for Inhibitors of JMJD2A-Tudor Domain; Lysine-specific demethylase 4A (Homo sapiens), O75164; 390,000 compounds, 4.4% hits; AID 504339, 2011; AlphaScreen JMJD2A-Tudor / H3K4me3 peptide binding; Potency, µM (series often up to 114 µM), inactives show at the highest dose activity change, negative = inhibition, most hits filed as inhibitors; also: % is scaled to controls: 0 for no effect and ±100 for the full control effect; nearly all actives have a fitted effect of over 50% in size
# APEX1 inh: qHTS Assay for Inhibitors of the Human Apurinic/apyrimidinic Endonuclease 1 (APE1); DNA repair nuclease/redox regulator APEX1 (Homo sapiens), P27695; recombinant APE1, TAMRA/BHQ-2 abasic DNA cleavage fluorescence; Potency, µM (doses to about 65.8 µM), for the others: at the top dose activity change, negative = inhibition, actives largely listed as inhibitors; 350,000 compounds, 0.35% hits;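 also: plate controls were vehicle for no effect and reference inhibitor for full effect; nearly all actives have a fitted effect of over 55% in size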
# Target sequence (P27695 whole entry, looked up): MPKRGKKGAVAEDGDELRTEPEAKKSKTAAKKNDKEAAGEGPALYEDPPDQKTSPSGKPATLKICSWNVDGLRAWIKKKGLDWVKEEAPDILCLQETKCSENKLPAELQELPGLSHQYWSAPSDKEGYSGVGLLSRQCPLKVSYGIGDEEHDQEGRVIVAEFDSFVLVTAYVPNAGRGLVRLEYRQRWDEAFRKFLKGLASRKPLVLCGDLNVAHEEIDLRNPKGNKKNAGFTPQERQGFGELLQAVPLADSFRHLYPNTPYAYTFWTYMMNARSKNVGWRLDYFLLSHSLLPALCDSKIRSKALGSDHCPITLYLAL
#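 0.75 nM APE1 + cpd, 15 min RT; start w/ 50 nM TAMRA/BHQ-2 THF-abasic dsDNA; kinetic fluor 525/598 nm ×3 reads @60 s; Δ(read3−read1); normalized to DMSO and NSC13755 control wells.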
# POLB inh: qHTS Assay for Inhibitors of DNA Polymerase Beta; P06746; Pol beta primer extension/strand displacement, fluorescence kinetic; Potency, µM (doses to about 114 µM), inactives show top-dose activity change, negative = inhibition, most hits filed as inhibitors; 340,000 compounds, 1.3% hits; also: % is scaled to controls: 0 for no effect and ±100 for the full control effect
#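 Reaction started by 50 nM substrate onto compound-treated Pol beta (10 nM, 15 min preincubation, room temperature); plates read at 0 min and 10 min. Normalized concentration-effect data fitted by four-parameter Hill equation.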
# The depositor's hits bear a star; ? = inconclusive; . = no result given; [ ] = remark or other dose. Calls follow the shape of the dose curve; as a rule, active = well fitted curve in the direction sought with a large enough effect; inconclusive = small, poorly fitted or top-dose-only effect, or another doubt; inactive = no such curve, though single readings can be large; an effect the other way counts as inactive or inconclusive. Potency is read from the fitted curve at half-maximal effect.
SMILES,Pol iota inh,POLK inh,POLH inh,G9a inh,BLM helicase inh,BAZ2B inh,JMJD2A Tudor,APEX1 inh,POLB inh
CCc1ccccc1NC(=S)N1CCC(NC(=O)c2ccc(OC)cc2)CC1,7%,-2%,-6%,-5%[0.501 µM],-5%,-2%,-1%,-1%,3%
Cc1nc2sc3c(c2c(=N)n1N)CCCC3,8%,-9%,-14%,?,-7%,-8%,-4%,16%,-2%
Cc1cccc2c1CC(C)(C)N=C2C1=C(O)CC(C)(C)CC1=O,13%,-5%,-8%,3%[12.7 µM],-1%,4%,-2%,19%,3%
O=C1c2ccccc2C(=O)N1c1n[nH]c(CCc2ccccc2)n1,-3%,-16%,10%,20%[12.7 µM],-1%,1%,-12%,-3%,3%
O=C(N/C(=C\c1ccco1)C(=O)N1CCCC1CO)c1ccccc1 (stereo unspecified),?,-9%,-1%,16µM*,-8%,-6%,-20%,-7%,1%
O=C(NNC(=O)c1ccc[nH]1)c1cccc(C(F)(F)F)c1,18%,-6%,6%,-4%,-3%,-16%,-4%,-15%,44%
Cc1ccc(CCNC(=O)C2CCCN(S(=O)(=O)c3cnc[nH]3)C2)cc1 (stereo unspecified),2%,-6%,-5%,-10%[59 µM],0%,8%,-5%,-1%,8%
Cc1cccn2c(=O)c(C(=O)NCCc3ccc(Cl)cc3)cnc12,12%,-25%[60.1 µM],-6%,19%[59 µM],2%,16%,5%,.,0%
C=C(C)C(=O)O[C@H]1C/C(C)=C\C(=O)/C=C(\C)[C@H](O)[C@@H]2OC(=O)C(=C)[C@@H]21,35µM*,?,20µM*,?,2%,-29%,-17%,?,?
COc1ccc(N(CC(=O)N/N=C/c2cc3ccc(OC)cc3nc2Cl)S(=O)(=O)c2ccccc2)cc1,.,.,.,21%,-1%,3%,.,-1%,0%
CCC(C(=O)N1CCN(c2ccccc2OC)CC1)c1ccccc1 (stereo unspecified),19%,-2%,-19%,-3%,-1%,-32%,-14%,8%,0%
O=C(O)c1cccc(C(=O)c2cccc(C(=O)O)c2)c1,11%,-7%,-17%,?,-7%,-31%,-10%,-1%,0%
COc1cc(C(=O)Oc2cccc(/C=N/NC(=O)c3cc(C)[nH]n3)c2)cc(OC)c1OC,-12%,4%,-1%,?,0%,-4%,-10%,12%,-15%
CC(=O)S[C@H]1CC2=CC(=O)CC[C@@]2(C)[C@H]2CC[C@@]3(C)[C@H](CC[C@]34CCC(=O)O4)[C@@H]12,.,-8%[12 µM],.,22%[21.5 µM],-11%[21.4 µM],.,.,7%[21 µM],.
O=C(CC1C(=O)NCCN1CC1CCCCC1)NCc1ccc(F)cc1F (stereo unspecified),107%[activator],5%,-14%,.,-9%,1%,-13%,4%,20%
CCCCCCn1c(O)c(/C=C2\C=NN=C2c2ccccc2)sc1=S,48%[activator],-13%,-27%,-37%,-17%,?,?,-2%,1%
CC(=O)Nc1nnc(CSCc2ccc(F)cc2)s1,-6%,-3%,-2%,.,-2%,-2%,-14%,-6%,-1%
Cc1ccc(C)n1-c1ccc(N(C)C)cc1,100%[activator],-5%,2%,7.1µM*,4%,25µM*,50µM*,12%,33%
CN1OC[C@@H]2CN(C(=O)CCc3ccccc3)[C@H](c3cccc(-c4ccc(C#N)cc4)c3)C[C@@H]21,-1%,-5%,-7%,.,.,.,-16%,.,.
COc1cccc(NC(=O)CSCn2nnc3c(=O)[nH]c(Cc4ccc(F)cc4)nc32)c1,10%,-13%,-10%,3%[59 µM],1%,1%,-3%,.,?
Cn1c(SCc2ccc3c(c2)OCO3)nnc1-c1ccccc1,-14%,-6%,8%,24%[12.7 µM],0%,-5%,-18%,0%,-24%
S=C(NCCCN1CCOCC1)Nc1ccc(Nc2ccccc2)cc1,84%[activator],-3%,-12%,45µM*,-9%,?,-25%,7%,29%
Cn1c(Cn2nnc(-c3ccccc3)n2)nnc1SCc1ccccc1Cl,21%,-7%,-10%,-48%,-14%,23%,-10%,7%,1%
COC(=O)c1ccc(NC(=O)CCc2c(C)nn(-c3ccc(N4CCCCC4)nn3)c2C)cc1,-7%,18%,-15%,-1%[59 µM],-3%,-34%,?,.,-17%

# Reformatted: entries from further up.
# Under each structure: Pol iota inh | POLK inh | POLH inh | G9a inh | BLM helicase inh | BAZ2B inh | JMJD2A Tudor | APEX1 inh | POLB inh
- Cn1c(Cn2nnc(-c3ccccc3)n2)nnc1SCc1ccccc1Cl
  21% | -7% | -10% | -48% | -14% | 23% | -10% | 7% | 1%
- Cc1ccc(C)n1-c1ccc(N(C)C)cc1
  100%[activator] | -5% | 2% | 7.1µM* | 4% | 25µM* | 50µM* | 12% | 33%

# Given with values under each structure: part of the list above
# Every second line gives: Pol iota inh | POLK inh | POLH inh | G9a inh | BLM helicase inh | BAZ2B inh | JMJD2A Tudor | APEX1 inh | POLB inh
- CCc1ccccc1NC(=S)N1CCC(NC(=O)c2ccc(OC)cc2)CC1
  7% | -2% | -6% | -5%[0.501 µM] | -5% | -2% | -1% | -1% | 3%
- Cc1nc2sc3c(c2c(=N)n1N)CCCC3
  8% | -9% | -14% | ? | -7% | -8% | -4% | 16% | -2%
- Cc1cccc2c1CC(C)(C)N=C2C1=C(O)CC(C)(C)CC1=O
  13% | -5% | -8% | 3%[12.7 µM] | -1% | 4% | -2% | 19% | 3%

# The list goes on:
SMILES,Pol iota inh,POLK inh,POLH inh,G9a inh,BLM helicase inh,BAZ2B inh,JMJD2A Tudor,APEX1 inh,POLB inh
O=C(Nc1cccc2ccccc12)NC1Cc2ccccc2C1,72%[activator],-4%,-15%,-27%,-3%,-22%,-14%,-5%,0%
Cc1ccc(S(=O)(=O)N2CCN(Cc3ccc4c(c3)OCO4)CC2)cc1,?,-11%,-2%,10%[59 µM],-1%,-30%,?,.,3%
Cc1ccc(NC(=O)COC(=O)c2ccc3c(c2)OCCO3)cc1,-18%,-7%,-6%,14%[12.7 µM],.,3%,7%,33%,.
COC(=O)c1cccc(C(=O)N2CCC(CO)(CCc3ccccc3)CC2)c1,33%[activator],-24%,-22%,8%,-6%,0%,-17%,27%,24%
CC(C)Cn1cc(Cl)c(=O)n(CC(C)C)c1=O,26%,-12%,1%,5%,2%,22%,-4%,8%,19%
CS(=O)(=O)c1nsc2nc(=O)c(/C=C3\C=Nc4ccccc43)c(N)n12,-3%,-18%,?,?,-8%,-3%,-14%,-1%,21%
CC1(C)C=C(c2ccc(O)cc2)CC(C)(C)N1,28%,3%[60.1 µM],-10%,2%[59 µM],1%,.,-13%,1%,-1%
C[n+]1cccc(C2C(C#N)=C(N)Oc3c2ccc2ccccc32)c1 (stereo unspecified),109%[activator],-23%,-14%,.,5%,1%,-16%,?,7%
COc1ccc(Br)cc1CN(C)CC(=O)Nc1c(Cl)cccc1Cl,-3%,-10%,-15%,17%[59 µM],-16%,-24%,-7%,2%,-14%
O=C1N=C(N2CCCC2)S/C1=C\C=C\c1ccccc1,-17%,-6%,?,.,-8%,-12%,-28%,-2%,-50%
Nc1nc(CSC(=S)N2CCN(c3ccccc3)CC2)nc(Nc2ccc(F)cc2)n1,138%[activator],-5%,-22%,?,-12%,?,56µM*,-3%,-2%
CCC(=O)C1=C(c2ccc(C)cc2)N(C(=O)CC)n2c(nnc2C2CCCCC2)S1,19%,3%[60.1 µM],-4%,14%[59 µM],-5%,5%,10%,.,23%
COc1ccc2c(CNCCc3cccs3)c(C(=O)O)n(Cc3cccc(F)c3)c2c1,0%,-5%,-15%,5%[59 µM],0%,-22%,-10%,.,0%
O=C(CCc1ccccn1)NC1CCCc2c1cnn2-c1ccc(F)cc1F (stereo unspecified),41%[activator],9%,3%,?,-4%,-11%,-3%,-4%,-18%
CC(=O)Oc1ccc(-c2cccc(C(=O)N3CCCCC3)c2)cc1,42%[activator],4%,-8%,.,-1%,5%,-1%,4%,?
CN(C)c1ccc(NC(=O)CSc2nnc(-c3cnccn3)n2C)cc1,-3%,-6%,-6%,.,-1%,-30%,-33%,7%,59%
COc1ccc(C(=O)NCc2nnc(SCC(=O)N3CCOCC3)o2)cc1,25%,1%,-18%,-33%,-1%,-20%,-18%,4%,2%
O=Cc1cccc(Oc2ccc([N+](=O)[O-])cc2[N+](=O)[O-])c1,0%,6%,-13%,?,-4%,.,-12%,-1%,0%
CC(=N\NC(=O)c1cc(Br)ccc1O)/C(=N/O)C(=O)Nc1ccccc1,-5%,-6%,-11%,2%,-6%,4%,-31%,35%,28%
Cc1ccc2c(c1)C(c1ccccc1)N(C(=O)c1ccccc1)CC(=O)N2 (stereo unspecified),9%,-3%,0%,9%,-4%,-16%,-13%,17%,0%
O=C(CNC(=O)c1ccccc1F)NCc1cccnc1,32%[activator],9%,-6%,9%,-5%,3%,8%,8%,38%
Cc1cccc(C(=O)NC2CCN(C(=O)NCc3ccccc3)CC2)c1,22%,2%,-7%,11µM*,-8%,-39%,?,41%[12.4 µM],1%
COc1ccc(S(=O)(=O)N2CCC(C(=O)N[C@H](C(=O)N3CCCCCC3)C(C)C)CC2)cc1,31%[activator],10%,-16%,54%[activator],0%,-4%,-4%,25%,86%[activator]
COc1cc(-c2c(NC(=O)c3ccco3)oc3ccccc3c2=O)cc(OC)c1OC,-17%,-9%,-3%,0%,-2%,1%,-6%,57%[activator],4%
O=C(COC(=O)c1c(Cl)ccc(Cl)c1Cl)NC1CCS(=O)(=O)C1 (stereo unspecified),31%[activator],-20%,-18%,5%,-2%,-4%,6%,0%,38%[activator]
Cc1ccc(Cl)cc1NC(=O)c1cccc(NC(=O)N2CCSc3ncccc32)c1,7%,-17%,-14%,-44%[59 µM],-6%,-13%,-9%,.,7%
COC(=O)/C(C#N)=C/N(C)C,11%,3%,-21%,.,1%,-11%,-5%,1%,0%
O=[N+]([O-])c1ccccc1/C=C/CN1CCSCC1,?,-5%,4%,.,2%,50µM*,13µM*,1%,64%

# Compound activity from PubChem BioAssay.

# An excerpt; count on the stated rates, not on these rows.
